Source: PubChem
SENP8 block = human SENP8 protease inhibitors, primary screen, biochemical, fluorescence, Nedd8 protein substrate, uHTS; Sentrin-specific protease 8 (Homo sapiens), Q96LD8; AID 602440, 2012; 360,000 tested, 0.64% active; recombinant SENP8; inhibition, % at 20 µM; in the data active = inhibition mostly above about 40%, no sharp cut-off; inactive = mostly below about 27%
Target sequence (Q96LD8 whole entry, looked up): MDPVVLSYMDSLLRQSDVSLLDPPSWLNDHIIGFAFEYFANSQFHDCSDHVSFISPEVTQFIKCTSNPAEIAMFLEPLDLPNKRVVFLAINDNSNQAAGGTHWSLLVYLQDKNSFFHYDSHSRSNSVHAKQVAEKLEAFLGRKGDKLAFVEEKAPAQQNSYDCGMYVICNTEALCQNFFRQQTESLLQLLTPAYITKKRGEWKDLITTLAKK
PfG6PD inh = PfG6PD enzyme inhibitors, primary screen, biochemical, fluorescence intensity, uHTS; PfGluPho enzyme, NADPH resazurin-diaphorase fluorescence; inhibition, % at 20 µM; 350,000 tested, 0.78% active; AID 504690, 2011;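 active = inhibition reaching at least a set limit at 20 µM in the primary screen, cut at about 59% in these data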;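 also: 0% = DMSO wells with substrate and 100% = DMSO wells lacking glucose-6-phosphate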
MPTP inh = mitochondrial permeability transition pore inhibitors, primary screen, biochemical, isolated mouse mitochondria, absorbance. AID 602449, 2012. Ca2+ swelling absorbance, 30 min. 360,000 tested, 1.4% active. inhibition, % at 10 µM;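 active = inhibition of 50% or more, scaled per plate between neutral and stimulator controls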;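 also: 0% = DMSO wells given calcium and 100% = 1 mM EGTA wells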
* marks the source's active call; other numbers are inactive results; i = inactive.

SMILES | SENP8 block | PfG6PD inh | MPTP inh
CCN(CC)C(=O)c1[nH]cnc1C(=O)Nc1ccccc1F | 7 | -11 | -0.1
O=C1CCC(C(=O)OCC(=O)Nc2ccc(OC(F)F)cc2)=NN1 | 5 | 4 | -0.6
C[C@@H]1CN([C@H](C)CO)C(=O)CCCn2nncc2CO[C@H]1CN(C)Cc1ccccc1C(=O)O | 16 | -5 | -0.4
C=Cn1cc(CNC[C@H]2O[C@@H](n3ccc(N)nc3=O)[C@H](O)[C@@H]2O)c(C)n1 | 27 | 11 | -0.9
Cc1cn([C@H]2C[C@H](O)[C@@H](CNCc3cccn3-c3nccs3)O2)c(=O)[nH]c1=O | -16 | -10 | -0.9
CC1CCN(C(=O)c2[nH]cnc2C(=O)Nc2ccccc2F)CC1 | 8 | -7 | -0.4
C[C@@H]1CN([C@@H](C)CO)S(=O)(=O)c2ccc(Br)cc2O[C@H]1CN(C)Cc1ccccn1 | 8 | 2 | -0.1
NC(=O)CN1C(=O)C2C3CCC(C3)C2C1=O (configuration not stated) | 7 | 0 | 0.1
CC(=O)Nc1ccc(S(=O)(=O)NN=c2sc3ccccc3n2C)cc1N | 8 | 16 | 1.8
CCOC(=O)C1(C)C(=O)CC2c3nc4ccccc4cc3CN2C1=O (configuration not stated) | -19 | 11 | -0.3
Cc1ccc([C@H]2C[C@H](n3cc(C4CC4)nn3)[C@@H](O)CN2CC2CCCCC2)cc1 | -6 | 11 | -0.9
O=c1c2ccccc2sn1-c1ccc(Cl)cc1Cl | 8 | 129* | 18
C[C@H](CO)N1C[C@H](C)[C@H](CN(C)C(=O)c2ccncc2)OCc2cnnn2CCCC1=O | 17 | 9 | -0.4
COC(=O)CC1C(=O)NCCN1C(=O)c1oc2c(C)c(C)ccc2c1C (configuration not stated) | 10 | 3 | -0.4
CC(=O)N1CCOc2ccc(S(=O)(=O)N3CCC(C(=O)NCc4ccc(Cl)cc4)CC3)cc21 | 12 | 7 | 0.3
COc1ccc(NC(=O)C[C@H]2C(=O)N(Cc3cccnc3)C[C@@H]2Cc2ccccc2)cc1 | 14 | -14 | -0.3
CC1(C)CC(=O)C=C(c2cccc(OC(=O)c3ccc(-c4ccccc4)cc3)c2)C1=O | 17 | 14 | 4.1
C[C@H](CO)N1C[C@H](C)[C@@H](CN(C)Cc2ccc(C(=O)O)cc2)Oc2ncc(-c3ccc(C(=O)N(C)C)cc3)cc2C1=O | -8 | 8 | -0.5
CCN(CC)CCCn1c2c(c(SCC(=O)Nc3cc(C)cc(C)c3)nc1=O)CCC2 | 7 | 2 | -0.3
C[C@@H]1CN([C@H](C)CO)C(=O)c2c(c3ccccc3n2C)-c2ccccc2CO[C@H]1CN(C)S(=O)(=O)c1cn(C)cn1 | -5 | -22 | -0.1
CCN(CC)CCNc1c(C)cc(CO)c(Cl)c1C | 14 | -1 | 1.1
O=C(O)c1cccc2c1C(=O)c1cc([N+](=O)[O-])cc([N+](=O)[O-])c1-2 | 44* | 30 | -0.5
Clc1ccccc1NN(Cc1ccncc1)c1ccccc1Cl | 13 | -10 | -0.1
CCN(C(=S)Nc1cccc2ccccc12)c1ccccc1 | i | -15 | 1.9
CSC[C@H]1CN(Cc2ccccc2)C(=O)[C@@H]1CC(=O)Nc1ccc(Br)cc1 | 4 | 6 | 1.5
CCOc1ccc(OCCC(=O)OCC(=O)c2c(N)n(CC(C)C)c(=O)n(C)c2=O)cc1 | 20 | 18 | 0.5
N#Cc1ccc(C(S(=O)(=O)Cc2ccccc2)S(=O)(=O)Cc2ccccc2)cc1 | 10 | 17 | 0.6
COc1cccc(C(=O)c2ccncc2C(=O)O)c1OC | 18 | -4 | -0.5
c1ccc(NN=C(c2ccccc2)c2cccs2)cc1 | 5 | 17 | 1.5
OC(c1ccccc1)c1ccccc1CN1CCCNC1=S (configuration not stated) | 4 | -12 | 0.3
NC1=CC(=O)C(=O)c2cccnc21 | 95* | 52 | 0.3
C[C@@H]1CN([C@H](C)CO)C(=O)CCCn2nncc2CO[C@H]1CN(C)C(=O)c1cc(-c2ccccc2)on1 | 4 | -10 | 0.5
COc1ccc(-c2ccc3c(c2)S(=O)(=O)c2cccc(C(=O)N4CCN(c5ccccn5)CC4)c2C3=O)cc1OC | -36 | 9 | -0.1
CCCCCCN1C[C@H](O)[C@@H](n2cc(-c3ccc(F)cc3)nn2)C[C@@H]1c1ccc(Cl)cc1 | 2 | 20 | 11
Cc1cc(C)c(NC(=O)CN(C)C(=O)CCN2C(=O)C3CCCCC3C2=O)c(C)c1 (configuration not stated) | 12 | -8 | -0.2
O=C(C[C@H]1C[C@@H]2c3cc(NC(=O)c4ccc5c(c4)OCO5)ccc3O[C@@H]2[C@H](CO)O1)NCc1cc(F)ccc1F | -19 | 16 | -0.1
CC1=C(C(=O)N(C)C)CC(CC(=O)NCC2CCCCC2)C(=O)N1CCC1=CCCCC1 (configuration not stated) | 10 | 1 | 0.2
Cc1ccccc1NS(=O)(=O)c1ccc(C(=O)NCc2ccccc2CN2CCCC2)cc1 | 15 | -2 | -3.3
CCCCN1C(=O)C(CC(=O)NC2CCCCC2)CC(C(=O)N(C(C)C)C(C)C)=C1C (configuration not stated) | 8 | 4 | -0.3
Cc1ccc(S(=O)(=O)N2CCC(C(=O)N3CCN(c4ccccn4)CC3)CC2)cc1C | -3 | -4 | -0.2
CC1=C(C(=O)N(C(C)C)C(C)C)CC(CC(=O)NC2CCCCC2)C(=O)N1Cc1ccccc1 (configuration not stated) | 10 | -7 | 1.9
CC(=O)c1cccc(NC(=O)C2CCCN2S(=O)(=O)c2ccccc2C(F)(F)F)c1 (configuration not stated) | 15 | 2 | -0.3
O=C(Nc1cccc(Cl)c1Cl)c1ccco1 | 3 | 1 | 1.1
COc1ccccc1C(=O)NC(=S)Nc1ccc(N2CCOCC2)cc1 | 15 | 38 | -1.6
CC1CCCN(S(=O)(=O)c2ccc3[nH]c(=O)cc(C(=O)NCCCN4CCCCCC4)c3c2)C1 (configuration not stated) | -39 | 10 | -1.5

Some of the entries above in another layout.
SMILES,SENP8 block,PfG6PD inh,MPTP inh
CC1=C(C(=O)N(C)C)CC(CC(=O)NCC2CCCCC2)C(=O)N1CCC1=CCCCC1 (configuration not stated),10,1,0.2
Cc1ccccc1NS(=O)(=O)c1ccc(C(=O)NCc2ccccc2CN2CCCC2)cc1,15,-2,-3.3
CCCCN1C(=O)C(CC(=O)NC2CCCCC2)CC(C(=O)N(C(C)C)C(C)C)=C1C (configuration not stated),8,4,-0.3
Cc1ccc(S(=O)(=O)N2CCC(C(=O)N3CCN(c4ccccn4)CC3)CC2)cc1C,-3,-4,-0.2

The listing picks up; the 2 compounds before the break are reprinted first.
SMILES | SENP8 block | PfG6PD inh | MPTP inh
COc1ccccc1C(=O)NC(=S)Nc1ccc(N2CCOCC2)cc1 | 15 | 38 | -1.6
CC1CCCN(S(=O)(=O)c2ccc3[nH]c(=O)cc(C(=O)NCCCN4CCCCCC4)c3c2)C1 (configuration not stated) | -39 | 10 | -1.5
Cc1c(NC(=O)c2nn(C(C)C)c(=O)c3ccccc23)c(=O)n(-c2ccccc2)n1C | 5 | 15 | -0.8
Cc1cc(C)c2cc(C#N)c(NCCCNC(=O)c3ccncc3)nc2c1 | -391 | 17 | 1.4
Cc1c(Cl)cccc1NC(=O)CSc1nc(=O)n(CCCN2CCOCC2)c2c1CCCC2 | 8 | -3 | -0.1
CN1C(=O)N(CC(=O)c2ccc3c(c2)OCO3)C(=O)C12CCCCC2 | 17 | -19 | 0.3
COc1ccc(N2CCN(CCCn3ccc(NC(=O)OCc4ccccc4)nc3=O)CC2)cc1 | 20 | 23 | -0.3
NC(=O)C1CCN(C(=O)c2ccc(Cl)c(NC(=O)c3cccs3)c2)CC1 | 20 | 1 | -1.3
CC1=C(C(=O)N(C(C)C)C(C)C)CC(CC(=O)NCc2cccs2)C(=O)N1Cc1ccccc1 (configuration not stated) | 14 | -6 | -0.1
O=[N+]([O-])c1ccc(C=CC=Cc2ccccc2)cc1 | -196 | 2 | 2.8
O=C(O)c1c[nH]c2nccnc12 | -55 | 10 | 0.4
Cc1ccc(C(=O)OCC(=O)N2CCC(C)CC2)cc1S(=O)(=O)N1CCOCC1 | 7 | 9 | -0.9
C[C@@H]1CN([C@H](C)CO)C(=O)CCCn2cc(nn2)CO[C@H]1CN(C)C(=O)Nc1ccnc(N2CCOCC2)c1 | 8 | -11 | -2.3
Cc1nc(-c2cccc(NC(=O)c3ccc(Cl)c(S(=O)(=O)N4CCCC4)c3)c2)cs1 | 8 | 13 | -0.4
O=C(c1ccccc1)c1ccc(C(=O)N2CCN(c3ccccc3O)CC2)cc1 | 18 | 5 | 2.0
CC(=O)c1ccc(NC(=O)CN2CCC(NC(=O)c3ccccc3C)CC2)cc1 | 15 | -5 | -1.4
COc1ccc(C(CC(=O)c2ccc(C)cc2)Sc2ccccc2N)cc1 (configuration not stated) | 9 | 30 | -0.6

Four entries out of the list, ordered by length of the SMILES, smallest number first.
SMILES | SENP8 block | PfG6PD inh | MPTP inh
NC(=O)C1CCN(C(=O)c2ccc(Cl)c(NC(=O)c3cccs3)c2)CC1 | 20 | 1 | -1.3
Cc1ccc(C(=O)OCC(=O)N2CCC(C)CC2)cc1S(=O)(=O)N1CCOCC1 | 7 | 9 | -0.9
CC1=C(C(=O)N(C(C)C)C(C)C)CC(CC(=O)NCc2cccs2)C(=O)N1Cc1ccccc1 (configuration not stated) | 14 | -6 | -0.1
C[C@@H]1CN([C@H](C)CO)C(=O)CCCn2cc(nn2)CO[C@H]1CN(C)C(=O)Nc1ccnc(N2CCOCC2)c1 | 8 | -11 | -2.3

Next section:
SMILES | SENP8 block | PfG6PD inh | MPTP inh
CN1CCN(C(=O)C[C@@H]2C[C@H]3c4cc(NC(=O)c5cccnc5)ccc4O[C@H]3[C@H](CO)O2)CC1 | 8 | 23 | 0.0
C[C@H]1CN([C@@H](C)CO)C(=O)CCCn2nncc2CO[C@H]1CN(C)C(=O)Nc1ccc2c(c1)OCO2 | 14 | 6 | -0.5
Cc1cccc(S(=O)(=O)N(C)C[C@@H]2OCc3cnnn3CCCC(=O)N([C@@H](C)CO)C[C@@H]2C)c1 | -10 | 6 | 0.2
FCc1nc2nc(Cl)c(Cl)nc2[nH]1 | -47 | 5 | -2.3
C[C@H]1CN([C@@H](C)CO)C(=O)CCCn2nncc2CO[C@H]1CN(C)C(=O)c1ccncc1 | -4 | -3 | -1.1
C[C@@H]1CCCCO[C@@H](CN(C)S(=O)(=O)c2cn(C)cn2)[C@@H](C)CN([C@H](C)CO)C(=O)c2cc(NC(=O)Nc3ccc(C(F)(F)F)cc3)ccc2O1 | 2 | 26 | -0.5
CCOc1ccc(CN(C)C(=O)c2cccc(S(=O)(=O)Nc3ccccc3OC)c2)cc1OC | 20 | 4 | -0.6
CC(=O)Nc1ccc(NC(=O)C2CCN(S(C)(=O)=O)CC2)cc1 | 11 | -1 | 0.0
CCOC(=O)c1ccc(NC(=O)Nc2nc3ccccc3s2)cc1 | 13 | -21 | 83*
CN(CCc1ccccc1)C(=O)CC1C(=O)NCCN1Cc1ccccn1 (configuration not stated) | -26 | 11 | -0.6
C[C@H](CO)N1C[C@H](C)[C@@H](CN(C)CC2CC2)OCc2cnnn2CCCC1=O | 14 | -3 | 0.4
Cc1nn(CC(=O)NC2CC2)c(C)c1S(=O)(=O)N(C)C | 8 | -5 | 0.0
O=[N+]([O-])c1cccc(/C=C2\CCc3cnn(C4CCS(=O)(=O)C4)c32)c1 (configuration not stated) | 18 | 11 | 0.2
Cc1cc(C)c2cc(C#N)c(N3CCNCC3)nc2c1 | -295 | 15 | -0.2
COc1cccc(-c2nnc(NC(=O)CCS(=O)(=O)c3ccc(F)cc3)o2)c1 | -1 | -18 | -0.1
CC(=NCc1ccccc1)c1ccc(O)cc1O | 8 | 5 | -1.3
COc1ccc(CNC(=O)O[C@]23C[C@H]4C(=O)N(c5ccccc5)C(=O)[C@H]4C[C@@]2(O)CN(S(=O)(=O)c2ccc(C)cc2)C3)cc1OC | -25 | 3 | -3.0
Cc1ccc2c(C)c(C(=O)N3CCC(C(N)=O)(N4CCCCC4)CC3)oc2c1C | 19 | 10 | 1.0
C[C@H]1CN([C@@H](C)CO)C(=O)CCCn2cc(nn2)CO[C@@H]1CN(C)C(=O)Nc1ccc2c(c1)OCCO2 | 10 | -2 | -0.8
COC(=O)c1ccc(CNC(=O)CN2C(=O)NC(Cc3ccccc3)(c3ccccc3)C2=O)cc1 (configuration not stated) | 14 | 18 | -0.7
O=C(NC(=S)Nc1c(Cl)cc(Cl)cc1Cl)c1ccccc1 | 12 | 20 | 1.8
CN(C(=O)COc1ccccc1)c1ccc([N+](=O)[O-])cc1 | 24 | -1 | -0.8
COc1cc(C(=O)N2CCOC23CCN(Cc2ccccc2)CC3)cc(OC)c1OC | 10 | -9 | 0.3
COCCNC(=O)c1ccc(N2CC3CC(C2)c2cccc(=O)n2C3)c(NC(=O)c2ccccc2Br)c1 (configuration not stated) | 10 | 21 | -0.3
C[C@@H]1CN([C@@H](C)CO)C(=O)CCCn2nncc2CO[C@@H]1CN(C)C(=O)Nc1ccccc1C(F)(F)F | 23 | -2 | -0.3
Cc1cc(C)c2c(=O)n3c(nc2c1)C(Cc1ccccc1)NC(=O)c1cc2ccccc2cc1-3 (configuration not stated) | -20 | -9 | -1.0
C#CCN(C[C@@H]1[C@@H](OC(=O)NCc2ccco2)[C@@H](OC(=O)NCc2ccco2)Cn2c(=O)n(CCCCCC)c(=O)n21)S(=O)(=O)c1ccc(C)cc1 | 0 | 15 | 0.2
O=C(c1cccs1)N1C[C@@H](O)[C@H](n2cc(-c3ccc(F)cc3)nn2)C[C@@H]1c1ccccc1 | -11 | -8 | -0.5
Cc1ccc(C(=O)NC(C)C(c2cccs2)N2CCOCC2)cc1C (configuration not stated) | 12 | -5 | 0.9

These rows are one share of the data; rates above refer to the full screens.
